Compound activity: PubChem BioAssay, several laboratories
BAP1 block: inhibitors of BAP1 deubiquitinase, primary screen, biochemical, Ub-AMC fluorescence, kinetic. Ubiquitin carboxyl-terminal hydrolase BAP1 (Homo sapiens), Q92560. recombinant BAP1, Ub-AMC hydrolysis fluorescence kinetic; active compounds read low. activity remaining (% of control), % at 20 µM. hit rate 0.48% among 72,000. AID 436, 2006;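 active means activity remaining at or below 50% of control, provided the compound also passes the data quality filters; inactive means the rest, including low values that fail the filters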;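 further: 100% = DMSO wells rate and 0% = substrate alone blank rate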
Target sequence (Q92560 whole entry, looked up): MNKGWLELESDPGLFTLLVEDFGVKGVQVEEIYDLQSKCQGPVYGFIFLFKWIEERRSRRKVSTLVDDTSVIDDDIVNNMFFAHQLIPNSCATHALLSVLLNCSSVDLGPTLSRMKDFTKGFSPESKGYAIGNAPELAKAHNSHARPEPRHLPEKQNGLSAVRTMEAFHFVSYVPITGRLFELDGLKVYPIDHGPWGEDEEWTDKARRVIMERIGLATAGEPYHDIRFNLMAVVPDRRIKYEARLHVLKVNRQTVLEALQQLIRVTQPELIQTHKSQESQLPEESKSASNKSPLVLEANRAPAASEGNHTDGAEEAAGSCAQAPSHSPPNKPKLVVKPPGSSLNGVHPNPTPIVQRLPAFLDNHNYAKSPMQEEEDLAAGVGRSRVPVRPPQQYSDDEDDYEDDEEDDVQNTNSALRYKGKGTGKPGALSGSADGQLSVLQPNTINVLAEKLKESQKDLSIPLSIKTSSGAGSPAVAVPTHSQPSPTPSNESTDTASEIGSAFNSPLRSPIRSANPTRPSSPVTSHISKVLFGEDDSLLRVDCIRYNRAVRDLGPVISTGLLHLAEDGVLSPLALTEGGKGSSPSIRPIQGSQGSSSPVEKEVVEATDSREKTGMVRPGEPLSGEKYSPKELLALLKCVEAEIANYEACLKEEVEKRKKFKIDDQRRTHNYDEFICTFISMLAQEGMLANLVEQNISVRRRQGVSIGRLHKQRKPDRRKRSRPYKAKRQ
HePTP inh: inhibitors of human HePTP phosphatase, primary screen, biochemical, absorbance, leukemia target | inhibition, % at 20 µM | recombinant HePTP phosphatase activity, OD absorbance | AID 521, 2006 | hit rate 0.64% among 110,000 | Tyrosine-protein phosphatase non-receptor type 7 (Homo sapiens), P35236; in the data active means inhibition above about 50%;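 further: plate controls were vehicle for no effect and reference inhibitor for full effect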
Target sequence (P35236 whole entry, looked up): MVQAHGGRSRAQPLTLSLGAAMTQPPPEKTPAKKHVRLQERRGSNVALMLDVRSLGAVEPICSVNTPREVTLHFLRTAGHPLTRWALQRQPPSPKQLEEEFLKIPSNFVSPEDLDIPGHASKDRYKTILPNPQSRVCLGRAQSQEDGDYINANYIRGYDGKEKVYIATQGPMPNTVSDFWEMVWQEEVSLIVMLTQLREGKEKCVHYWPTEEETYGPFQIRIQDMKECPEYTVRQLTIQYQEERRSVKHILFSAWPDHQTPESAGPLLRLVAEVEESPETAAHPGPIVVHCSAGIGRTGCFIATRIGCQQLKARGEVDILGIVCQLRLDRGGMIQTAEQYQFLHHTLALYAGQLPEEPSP
Numbers without * were called inactive; · = no result given; & = joins results of further samples.

SMILES | BAP1 block | HePTP inh
COCCn1nnnc1C(C(C)C)N(Cc1cccnc1)Cc1ccccc1Cl (centres undefined) | 89 | 4
CCn1c(SCC(=O)Nc2nc(-c3ccccc3)cs2)nnc1-c1ccccc1O | · | -3
COc1ccc(S(=O)(=O)N2CCC(C(=O)Nc3cccc(Cl)c3)CC2)cc1OC | 80 | 6
COc1cccc(NC(=O)c2cccs2)c1 | 76 | 16
CCCS(=O)(=O)N1CCC(C(=O)NCCCN(C)Cc2ccccc2)CC1 | 102 | 0
COc1ccc(CCNC(=O)CCN2C(=O)C(C)Oc3ccc(C)cc32)cc1OC (centres undefined) | 102 | 8
COC(=O)C1C(=O)C2=C(CC1C)NC(C)=C(C(=O)OC(C)C)C2c1ccc(OC)c(O)c1 (centres undefined) | 90 | 3
CCN(CC)c1nc(SCC(=O)O)nc(N(CC)CC)n1 | 87 | 3
CC(=O)Nc1ccc(S(=O)(=O)N2CCC(c3nc4ccc(C)cc4[nH]3)CC2)cc1 | · | -1
COc1ccccc1N(CC(=O)NCCSCc1ccccc1)S(=O)(=O)c1ccccc1 | · | 3
O=C1C2C3C=CC(CO)(O3)C2C(=O)N1c1ccccc1-c1ccccc1 (centres undefined) | 97 | -2
S=C(c1ccc2c(c1)OCO2)N1CCCC1 | 111 | -8
CN(C(=O)CN1C(=O)c2ccccc2S1(=O)=O)c1ccccc1C(=O)O | 124 | -1
CCn1c(SCC(=O)Nc2ccc(Cl)cc2)nnc1C1CC1 | 91 | 5
N#CCCn1cc(/C=N/O)c(-c2ccc(-c3ccccc3)cc2)n1 | 96 | 3
O=C(NC(NC1CCS(=O)(=O)C1)C(=O)c1ccccc1)c1ccc(Cl)cc1 (centres undefined) | 113 | 5
COc1cccc(NC(=O)Cc2ccccc2)c1 | 93 | -5
Cc1ccccc1NC(=O)c1ccc(C)c(S(=O)(=O)NCc2ccccc2)c1 | · | -3
O=C(Nc1cccc2nsnc12)c1ccccc1[N+](=O)[O-] | · | 2
COc1ccc(NS(=O)(=O)c2c(C)cc(C)cc2C)cc1 | · | 0
COc1ccc(N2CN=C3SC(CO)(CO)C(=O)N3C2)cc1 | 82 | -1
CCOc1ccc(N(CC(=O)Nc2ccc(C)cc2C)S(C)(=O)=O)cc1 | · | -7
O=C(c1ccccc1C(=O)N1CCN(c2ccccc2F)CC1)N1CCN(c2ccccc2F)CC1 | 88 | 3
COc1ccc(C2C(C(=O)N3CCN(c4ccccn4)CC3)CC(=O)N2c2ccc(OC)cc2)cc1 (centres undefined) | · | 8
COc1ccc(NC(=O)Nc2cc(C)ccc2OC(F)F)c(OC)c1 | 126 | -1
CCOC(=O)N1CCN(C(=O)c2cccc(-n3c(=S)[nH]c4cc(Cl)ccc4c3=O)c2)CC1 | 90 | 5
CCCC(C(=O)NC1CCCC1)N(Cc1cccs1)C(=O)c1snc(C(N)=O)c1N (centres undefined) | 57 | 0
COc1ccc(Cn2c(=O)sc3ccccc32)cc1 | 85 | 2
COc1ccccc1C(=O)n1nc(-c2ccccc2)nc1NCc1ccco1 | 110 | 3
CCCCOC(=O)C1=C(C)NC2=C(C(=O)CCC2)C1c1cccc2ccccc12 (centres undefined) | 84 | ·
CCOc1ccc2nc(SCC(=O)N3CCCCCC3)c(C#N)cc2c1 | 78 | 7
COc1ccc(-c2c(C#N)c(N)c(C#N)c3c2CCCC3)cc1 | · | -6
CCOC(=O)C(Sc1nnc2c3ccccc3n(CC)c2n1)C(=O)OCC | 100 | 2
CCCc1nnc(NC(=O)CCC(=O)O)s1 | 89 | 6
COC(=O)Cc1cc(=O)n2[nH]c(C)nc2n1 | 70 | -8
COc1ccccc1-c1cc(C(=O)NCc2ccco2)no1 | 108 | -6
CC1(C)CC(=O)C(C=NCCCN2CCCC2=O)=C(O)C1 | 97 | 12
COc1ccc(NC(=O)CCC2COc3ccccc3O2)c(OC)c1 (centres undefined) | 111 | 2
CC(C)COCC1CC2(CC(C)(c3csc(N)n3)OC2=O)C(=O)O1 (centres undefined) | 95 | 9
CS(=O)(=O)N(Cc1ccc(C(=O)NCc2ccco2)cc1)c1ccccc1 | 96 | -2&10
Clc1ccc(-c2ccc(/C=N\n3cnnc3)o2)c(Cl)c1 | · | -4
CCOC(=O)C1CCN(S(=O)(=O)c2cccc(-c3cn4cccnc4n3)c2)CC1 | · | 6
O=C1NN(c2ccccc2)C(=O)/C1=C/c1ccc(F)cc1 | · | 10
Cc1ccccc1-c1cc(C(=O)NC(C)C)c2ccccc2n1 | · | 2
Cc1ccc(S(=O)(=O)c2nc(NCCCn3ccnc3)sc2Cl)cc1 | 99 | 2
Cc1ccc(C)c(NC(=O)CSc2nc3ccccc3s2)c1 | · | -7
COCCCNC(=O)c1ccc(C(=O)NCCCOC)cc1 | 98 | -2&2
CCOc1ccc(-n2c(SCC(=O)NC(C)CC)nc3n[nH]c(C)c3c2=N)cc1 (centres undefined) | 114 | 0
O=C(O)CC1S/C(=N/N=C/c2cccc(O)c2)NC1=O (centres undefined) | · | -3
CC(=O)c1c(C)n([O-])c2cc(C)ccc2[n+]1=O | 85 | 4
CCOCCn1c(CN2CCC(C)CC2)nc2c1c(=O)n(C)c(=O)n2C | 89 | -2
CSC1=C(C#N)C(c2ccc(C)s2)CC(=O)N1 (centres undefined) | 95 | 8
CCNC(=O)C1OC(n2cnc3c(NCc4ccccc4)ncnc32)C(O)C1O (centres undefined) | 107 | ·
C#CCOC(=O)CCC(=O)Nc1cc(OC)nc(OC)n1 | 131 | 9
O=C(c1ccco1)N1CCN(C2=NS(=O)(=O)c3ccccc32)CC1 | 96 | -4
O=C(COc1ccccc1)N1CCNCC1 | · | 6
Cc1cc(C)n(-c2cc(N(C)C)nc(C)n2)n1 | · | 4
CC(=O)Oc1c(C(C)C)cc(N(C(C)=O)c2ccccc2)cc1C(C)C | · | -2
Cc1cccc(NC(=O)C2CCN(S(=O)(=O)c3cccc4nsnc34)CC2)n1 | · | 8
O=C(CN1CCN(CC(=O)Nc2ccccc2Cl)CC1)Nc1ccc2c(c1)OCCO2 | 106 | 11

Entries above that have a Cl atom (8):
SMILES | BAP1 block | HePTP inh
COCCn1nnnc1C(C(C)C)N(Cc1cccnc1)Cc1ccccc1Cl (centres undefined) | 89 | 4
COc1ccc(S(=O)(=O)N2CCC(C(=O)Nc3cccc(Cl)c3)CC2)cc1OC | 80 | 6
CCn1c(SCC(=O)Nc2ccc(Cl)cc2)nnc1C1CC1 | 91 | 5
O=C(NC(NC1CCS(=O)(=O)C1)C(=O)c1ccccc1)c1ccc(Cl)cc1 (centres undefined) | 113 | 5
CCOC(=O)N1CCN(C(=O)c2cccc(-n3c(=S)[nH]c4cc(Cl)ccc4c3=O)c2)CC1 | 90 | 5
Clc1ccc(-c2ccc(/C=N\n3cnnc3)o2)c(Cl)c1 | · | -4
Cc1ccc(S(=O)(=O)c2nc(NCCCn3ccnc3)sc2Cl)cc1 | 99 | 2
O=C(CN1CCN(CC(=O)Nc2ccccc2Cl)CC1)Nc1ccc2c(c1)OCCO2 | 106 | 11

6 entries from above, sorted by SMILES length, ascending:
SMILES | BAP1 block | HePTP inh
COc1cccc(NC(=O)c2cccs2)c1 | 76 | 16
S=C(c1ccc2c(c1)OCO2)N1CCCC1 | 111 | -8
CSC1=C(C#N)C(c2ccc(C)s2)CC(=O)N1 (centres undefined) | 95 | 8
O=C1NN(c2ccccc2)C(=O)/C1=C/c1ccc(F)cc1 | · | 10
CCOc1ccc2nc(SCC(=O)N3CCCCCC3)c(C#N)cc2c1 | 78 | 7
CN(C(=O)CN1C(=O)c2ccccc2S1(=O)=O)c1ccccc1C(=O)O | 124 | -1

Additional entries:
SMILES | BAP1 block | HePTP inh
Cc1ccc(Cl)cc1NC(=O)C(=O)NCCCO | · | -3
COc1ccc(-n2c(=O)c3c4c(sc3n3c(C)nnc23)CCCC4)cc1 | 91 | 2
COc1ccc(C2N3CC4(C)CN2CC(C)(C3)C4O)cc1OC (centres undefined) | 114 | 7
O=C(/C=C/Nc1ccc(Br)c(Cl)c1)c1ccccc1 | · | 8
Cc1ccc2nsnc2c1NC(=O)c1ccc(-c2ccccc2)cc1 | · | 3
Cc1cc(C)c(NC(=O)CN2C(=O)NC3(CCCCC3)C2=O)c(C)c1 | 97 | 2
O=C(COc1ccc(Cl)cc1Cl)Nc1nc2n(n1)C(c1ccccc1)CC(=O)N2 (centres undefined) | 109 | 46
Clc1ccc(CSC2=NCCCN2)cc1Cl | 123 | 8
COc1ccc(/C=N/n2cnnc2SC)cc1OC | · | 2
O=C(CCn1c(=O)sc2ccccc21)NCCCn1ccnc1 | 106 | ·
Cc1cc(Cl)ccc1NC(=O)c1ccc(CN(c2ccccc2)S(C)(=O)=O)cc1 | · | -3
Cc1c(C(=O)OCC(=O)N2c3ccccc3CC2C)oc2ccccc12 (centres undefined) | · | 6
Cc1ccc(-c2cc(-c3ccccc3)nc(N/N=C/c3ccc(O)cc3O)n2)cc1 | · | -19
CC(=O)N/N=C/c1cc(C)n(-c2ccc(Cl)cc2)c1C | · | -6
Cc1ccc(-c2noc(CCC(=O)N3CCCC3)n2)cc1 | 53 | -3
C=CCn1c(SCC(=O)NC(=O)NCc2ccco2)nc2sc(C)c(C)c2c1=O | 56 | 6
CC(NC(=O)C12CC3CC(CC(C3)C1)C2)C(=O)N1CCCC1 (centres undefined) | · | -13
CC1CCCN(C(=O)C2c3ccccc3C(=O)N3CCc4ccccc4C23)C1 (centres undefined) | 103 | 5
CC(=O)c1ccc(OCC(=O)NC2CCS(=O)(=O)C2)cc1 (centres undefined) | 103 | 5
COc1ccc(NC(=O)CCCN(C)S(=O)(=O)c2ccc(C)cc2)cc1 | · | -5
O=c1/c(=C\c2ccc(OCc3ccc([N+](=O)[O-])cc3)cc2)sc2nc3ccccc3n12 | · | 9
C=CCSc1nc2sc(C(=O)O)c(C)c2c(=O)[nH]1 | · | 4
CCOC(=O)c1c(C)n(C)c2ccc(O)c(CN3CCCCC3)c12 | 147 | 0
CCOc1ccc(N2C(=O)NC(=O)C(=S(C)C)C2=O)cc1 | · | 13
CC(C)(C)c1ccc(-c2nnc(SCC(=O)O)n2N)cc1 | 101 | 3
CC(C)Oc1ccc(C(CC(=O)O)NC(=O)CSc2ncn[nH]2)cc1 (centres undefined) | 102 | -3
COc1cccc2cc(-c3nc(-c4ccc(C)c(C)c4)cs3)c(=O)oc12 | · | 1
CCN1CCN(c2cc(C)c3cc(NC(=O)c4ccc5c(c4)OCO5)ccc3n2)CC1 | 93 | 5
CCN1C(=O)C(=O)c2cc(Br)ccc21 | · | 10
CCCCCOC(=O)NCCOC(=O)Nc1ccc(C(=O)OCC)cc1 | 56 | 4
CCOCc1nnc(NC(=O)c2ccco2)s1 | 88 | 10
CC1=C(C(=O)OC(C)C)C(C)NC(=O)N1 (centres undefined) | 125 | 5
Cc1ccc(N2CC(C(=O)OCc3ccccc3F)CC2=O)cc1 (centres undefined) | 66 | -2
COc1ccccc1C1=N/C(=C\c2ccc([N+](=O)[O-])cc2)C(=O)O1 | · | 18
Cc1cc(C)c(NC(=O)C(c2ccccc2)c2ccccc2)c(C)c1 | · | 1
COc1ccc(-c2cc(C(F)(F)F)nc(N3CCCCCC3)n2)cc1 | · | 2
CCN(CC)C(=O)c1cn(CC)c(=O)c2cc(OC)c(OC)cc12 | · | 7
O=c1oc(-c2cccs2)nc2sc3c(c12)CCCC3 | · | 4
O=C(Nc1cccnc1)c1ccccc1F | 98 | 1&4
c1ccc(-c2nnc(SCc3cn4ccsc4n3)o2)cc1 | 105 | 7
Cn1c(=O)c2c(nc(CN3CCc4ccccc4C3)n2Cc2cccc(Cl)c2)n(C)c1=O | 74 | 8
CCCn1c(=O)c(C(=O)Nc2ccccc2O)c(O)c2ccccc21 | · | 0
O=C(Cc1ccccc1)NC(NC(=S)Nc1ccccc1Cl)C(Cl)(Cl)Cl (centres undefined) | · | 2
Cc1cc(=O)oc(C)c1C(=O)NCCN1CCOCC1 | 62 | 8
Cc1ccc(C)c(OC2=NS(=O)(=O)c3ccccc32)c1 | · | 3
COc1ccccc1NC(=O)Cn1c(CN2CCCCC2)nc2ccccc2c1=O | 110 | -3
CC1(C)CC(=O)C2=C(C1)Nc1ccccc1NC2c1ccc(-c2ccccc2[N+](=O)[O-])o1 (centres undefined) | · | -12
Cc1ccc(OCC(=O)Nc2ccc(I)cc2Cl)cc1C | · | -9
COC(=O)c1cccc(NC(=O)c2ccccc2)c1 | · | 0
COc1ccccc1NC(=O)N1CCCC1C(=O)NCc1ccc(F)cc1 (centres undefined) | 105 | 8
COc1ccc(OC)c(/C=C2\SC(=N)N(c3ccc(F)cc3)C2=O)c1 | · | 8
O=C(Nc1ccccc1)N1CCOCC1 | · | -3
COc1ccc(N2C(=O)CCC([N+](=O)[O-])=C2C)cc1 | · | -5
Cc1cc(O)ccc1-c1cnc2ccccc2n1 | 79 | -2
CCc1ccc2c(CN3CCN(S(=O)(=O)c4ccc5c(c4)OCCO5)CC3)cc(=O)oc2c1 | · | 9
Cc1ccc(NC2CC(=O)N(c3ccc(N4CCCCC4)cc3)C2=O)cc1 (centres undefined) | · | 9
COc1ccc(N(CC(=O)Nc2ccccc2Cl)S(=O)(=O)c2ccc(C)cc2)c(OC)c1 | · | -2
O=C(Nc1cccc(-n2cnnn2)c1)c1ccco1 | 94 | -5
CCc1ccccc1S(=O)(=O)Cc1ccc(C(=O)N2CCN(c3ccccn3)CC2)o1 | 79 | 6
O=C(CN1C(=O)c2ccccc2S1(=O)=O)NCCC1=CCCCC1 | 113 | ·
Cc1ccc(CS(=O)(=O)Cc2ccc(C(=O)NCc3cccnc3)o2)cc1 | 96 | 2
Cc1ccc2nc(SCc3nc4ccccc4[nH]3)[nH]c2c1 | · | -4
COc1ccc(CCNc2nnc(Sc3nnnn3-c3ccccc3)s2)cc1OC | 73 | -5
